Casp6 inh = human caspase-6 inhibitors, primary screen, biochemical, VEID-R110 fluorescence, single point, set 2 | purified caspase-6, Z-VEID-R110 cleavage fluorescence | inhibition, % at 12.5 µM | 350,000 tested, 0.53% active;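 active means mean inhibition across replicates at least about 35%, with every replicate also reaching that limit, limit read from the data; inconclusive means only one of the two criteria met; inactive means neither criterion met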;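 further: 0% = median of neutral control wells and 100% = no fluorescence left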
Target sequence (P55212 24-179 limits assumed): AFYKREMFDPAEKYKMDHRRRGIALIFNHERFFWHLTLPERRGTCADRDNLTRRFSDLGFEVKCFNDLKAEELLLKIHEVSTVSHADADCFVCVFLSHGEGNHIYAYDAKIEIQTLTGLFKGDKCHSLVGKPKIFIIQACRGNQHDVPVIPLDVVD
Target sequence (P55212 194-293 limits assumed): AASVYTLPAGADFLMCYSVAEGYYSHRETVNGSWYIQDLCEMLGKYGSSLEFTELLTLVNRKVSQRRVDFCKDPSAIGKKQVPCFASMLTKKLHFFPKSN
SIRT5 block = SIRT5 desuccinylase inhibitors, primary screen, biochemical, fluorescence imaging, single point, set 5. NAD-dependent protein deacylase sirtuin-5, mitochondrial (Homo sapiens), Q9NXA8. Purified SirT5, succinyl-peptide AMC, trypsin-coupled fluorescence. inhibition, % at 15 µM. 330,000 tested, 1.1% active; in the data active means inhibition above about 15%; inconclusive means no clear call, values can overlap the other calls
Target sequence (Q9NXA8 whole entry, looked up): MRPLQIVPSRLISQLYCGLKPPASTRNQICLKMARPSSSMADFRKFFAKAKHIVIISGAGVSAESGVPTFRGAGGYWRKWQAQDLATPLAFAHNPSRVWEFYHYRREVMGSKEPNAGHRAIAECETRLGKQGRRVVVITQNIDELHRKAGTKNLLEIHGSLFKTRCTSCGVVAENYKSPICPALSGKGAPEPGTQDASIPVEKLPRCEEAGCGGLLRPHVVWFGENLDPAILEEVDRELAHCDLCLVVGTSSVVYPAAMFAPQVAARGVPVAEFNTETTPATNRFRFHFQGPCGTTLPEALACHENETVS
EWS-Fli inh = EWS/Fli-driven NR0B1 reporter inhibitors, primary screen, A673 cells, NR0B1 luciferase, luminescence, MLPCN library; 350,000 tested, 0.67% active; AID 651661, 2012; inhibition, % at 12.6 µM; viability-normalised;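 active means mean inhibition of at least 50% after viability correction, with every replicate also passing that limit; inconclusive means mean reaches 50% but only one of two replicates passes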;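 further: firefly luciferase signal divided by Alamar Blue viability fluorescence both relative to DMSO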
PAX8 inh HTS = inhibitors of PAX8-driven TPO luciferase reporter, primary screen, RMG-I cells, single concentration. SteadyGlo, 24 h. inhibition, % at 12.6 µM. 360,000 tested, 1.2% active. AID 652154, 2013;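 active means mean replicate inhibition at least 60% with every replicate also reaching 60%; inconclusive means only one of the two criteria is met; inactive means mean below 60% and not all replicates reaching 60%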;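 further: luciferase light reporting Pax8 driven TPO promoter activity; plate controls were median of neutral control wells for no effect and mitoxantrone controls for full effect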
LGR2 inh = inhibitors of bursicon-induced LGR2 CRE-luciferase signal, primary screen, cell-based, HEK293, CRE-luciferase reporter, bursicon stimulation; Drosophila bursicon receptor LGR2 (rickets); bursicon-stimulated, 4 h; inhibition, % at 9.99 µM; 380,000 tested, 0.35% active;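 active means drop in luminescence signal, shown as inhibition above about 50% in the replicate tests, limit read from the data, passing the limit was not always enough; inconclusive means probably only some replicates passing the limit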;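 further: agonist challenge used bursicon conditioned medium at about half maximal strength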
DENV2 CPE = inhibitors of DENV2 cytopathic effect, primary screen, cell-based, plate reader, single concentration; DENV2-infected cells, cytopathic effect rescue; CPE inhibition, % at 9.99 µM; 350,000 tested, 1.7% active; AID 651640, 2012; in the data active means CPE inhibition above about 20%, passing the limit was not always enough; inconclusive means no clear call, values can overlap the other calls; tested in BHK-21 cells;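 further: 0% = median of neutral control wells and 100% = median of positive control wells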
ARNT TACC3 PPI = disruptors of ARNT/TACC3 protein interaction, primary screen, biochemical, AlphaScreen, single concentration. Transforming acidic coiled-coil-containing protein 3 (Homo sapiens), Q9Y6A5. AlphaScreen His-ARNT PAS-B/GST-TACC3 binding, luminescence; TACC3 fragment carries E629A point mutation. inhibition, % at 9.99 µM. 390,000 tested, 0.66% active. AID 623870, 2012;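 active means mean inhibition of replicates at least 50% and at least half of replicates each reaching 50%; inconclusive means half or more replicates reach 50% but mean below 50%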;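 further: 0% = complete ARNT plus TACC3 wells and 100% = ARNT alone without TACC3; many hits fall short of the cut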
* hit, by the source's call; ? = inconclusive; . = no result given. An unsorted share of the library. About 4.9% of those tested had a hit in this group.

SMILES | Casp6 inh | SIRT5 block | EWS-Fli inh | PAX8 inh HTS | LGR2 inh | DENV2 CPE | ARNT TACC3 PPI
CC(=O)Nc1ccc(NS(=O)(=O)c2ccc(Cl)c(C(=O)O)c2)cc1 | 5 | -2 | 6 | . | -4 | -7 | 17
COC(=O)C[C@H]1C[C@H]2c3cc(NS(=O)(=O)c4ccccc4)ccc3O[C@H]2[C@H](CO)O1 | . | . | 20 | 9 | -13 | ? | -8
OCC[C@@H]1C[C@H](O)[C@@H](O)[C@@]2(CCCO2)O1 | -1 | . | -3 | 12 | 12 | 9 | 5
C=CCNC(=O)CSc1cc([N+](=O)[O-])cc(S(=O)(=O)Cc2ccccc2)c1 | 0 | 1 | -19 | 2 | -14 | 10 | 10
CCn1c(C)c(C2=CCN(S(=O)(=O)c3ccc(C)cc3)CC2)c2ccccc21 | . | . | . | 4 | 3 | . | -2
O=C(C[C@@H]1CC[C@H]2NC[C@H](O)COC[C@@H]2O1)NCc1ccc(Oc2ccccc2)cc1 | -1 | -7 | -2 | 1 | -2 | 0 | 3
Cc1noc(C)c1NC(=O)N(C)C[C@H]1Oc2c(NC(=O)Nc3cccc4ccccc34)cccc2C(=O)N([C@H](C)CO)C[C@H]1C | 0 | 0 | -2 | . | 1 | -2 | -6
O=C(CSc1n[nH]c(=O)[nH]c1=O)c1cccc([N+](=O)[O-])c1 | 19 | -1 | 11 | -6 | -9 | . | .
C/C=C/c1ccc([C@@H]2[C@H](CO)N3C(=O)CN(Cc4ccc(C(=O)OC)cc4)C[C@@H]23)cc1 | -3 | -1 | 6 | -11 | -13 | 5 | .
C=CCc1ccc(OCCn2cncn2)c(OC)c1 | -4 | . | -3 | -12 | -5 | -8 | 0
Cc1ccc(NC(=O)COC(=O)CCC(=O)c2cccs2)cc1 | 2 | 3 | -5 | 15 | 0 | -1 | -12
COC(OC)c1ccc(C#N)c(=O)[nH]1 | 4 | -11 | 5 | 5 | 16 | . | -5
Cc1noc(C)c1NC(=O)N(C)C[C@@H]1Oc2cc(C#CCC(C)C)ccc2S(=O)(=O)N([C@@H](C)CO)C[C@@H]1C | 4 | 0 | 4 | 9 | -12 | -1 | 5
Cc1c(NC(=O)CSc2ccccc2F)c(=O)n(-c2ccccc2)n1C | -3 | -3 | -6 | 9 | 8 | 4 | -5
C=C[C@@H](C)N(Cc1ccc(OC)cc1)S(=O)(=O)N(Cc1ccccc1)[C@H](C=C)C(C)C | -2 | 3 | 11 | 8 | -6 | 0 | -20
C=CCN=C1NC(c2ccccc2)C(C(=O)OC)=C(C)N1Cc1cccc(C(F)(F)F)c1 (centres undefined) | -5 | . | 4 | -1 | 9 | -4 | .
COc1cccc(S(=O)(=O)N2CC3(CN(C(=O)Nc4cccc(F)c4)[C@H](CO)c4[nH]c5cc(OC)ccc5c43)C2)c1 | 1 | . | 7 | . | 31 | 11 | .
COc1ccc(NC(=O)CSc2nnc(Cn3cnc([N+](=O)[O-])n3)n2C)cc1 | . | . | . | 9 | 22 | . | 2
Cc1ccccc1NS(=O)(=O)c1ccc(C(=O)N(C)CC(=O)Nc2ccccc2Br)cc1 | 3 | -1 | 0 | 14 | 6 | -5 | -4
COc1ccc(-c2nnc(SC(C)C(=O)Nc3nccs3)n2-c2ccccc2)cc1OC (centres undefined) | 6 | -7 | 6 | . | 7 | . | .
CCCCc1ccc(NC(=O)c2cnccn2)cc1 | 0 | 1 | 0 | -27 | 65* | 4 | .
CCC(C)CN1CCC(CO)(Cc2ccccc2Cl)CC1 (centres undefined) | 0 | -1 | 12 | 19 | 14 | -6 | -2
COc1ccc(CN(C)C[C@H]2Oc3ccc(NC(=O)Nc4c(C)noc4C)cc3C(=O)N([C@H](C)CO)C[C@H]2C)cc1 | 0 | -6 | -26 | -10 | -6 | 1 | -6
C[C@H](CO)N1C[C@H](C)[C@@H](CN(C)S(=O)(=O)c2ccc(Cl)cc2)OCCCC[C@H](C)Oc2ccc(NC(=O)Nc3ccc(C(F)(F)F)cc3)cc2C1=O | . | . | 9 | 33 | 16 | 36* | -18
CCOC(=O)C(=C1Nc2ccccc2N1)n1c(-c2cccnc2)nc2ccccc21 | 1 | . | -70 | -204 | -27 | -8 | .
COc1ccccc1N(Cc1ccccc1)S(=O)(=O)c1cccc(C(=O)NCC2CCCO2)c1 (centres undefined) | 2 | 5 | 5 | 3 | -12 | -6 | -9
CC(C)CNC(=O)C(=O)NCC(c1ccc2c(c1)OCO2)N1CCOCC1 (centres undefined) | -1 | -2 | -9 | -9 | -8 | -6 | 9
O=C(CSc1ncnc2sccc12)N1CCN(C(=O)c2cccs2)CC1 | 3 | 2 | -9 | 6 | . | 3 | .
Cc1cc(C(=O)Nc2ccc(C)c(S(=O)(=O)N3CCOCC3)c2)c(C)o1 | -6 | 4 | -1 | -25 | -9 | 7 | -2
CCc1ccc(/C(C)=N/NC(=O)c2ccc(-n3cnnn3)cc2)cc1 | 3 | -2 | -5 | -12 | -3 | -1 | -4
O=C(Nc1ccc(Cl)cc1)C1C2C=CC3(O2)C1C(=O)N(CCN1CCCCC1)C3C(=O)NC1CCCCC1 (centres undefined) | -3 | -6 | 6 | 5 | 18 | 4 | 0
C[C@@H]1CN([C@@H](C)CO)C(=O)c2cc(NC(=O)C3CC3)ccc2O[C@@H]1CN(C)Cc1ccc(Oc2ccccc2)cc1 | 1 | 3 | 1 | 26 | 11 | 79* | -1
CCOC(=O)C1(CCOc2ccccc2)CCN(CC2CC2)CC1 | 0 | -5 | 3 | 17 | -7 | 7 | 4
O=C(C1CC1)N1CC2(C1)[C@@H](c1ccccc1)[C@@H](CO)N2Cc1ccccc1F | -1 | 13 | -8 | . | 4 | 14 | .
N#CC(Cc1ccccc1OC(F)F)c1nc2ccccc2[nH]1 (centres undefined) | -4 | -14 | -10 | 76* | -8 | 25* | -3
CSc1nc(N)nc2c1ncn2CC(=O)N[C@H](CO)Cc1c[nH]c2ccccc12 | 3 | -3 | -3 | 2 | 9 | 8 | 8

3 entries already listed, sorted by molecular weight, highest first.
SMILES | Casp6 inh | SIRT5 block | EWS-Fli inh | PAX8 inh HTS | LGR2 inh | DENV2 CPE | ARNT TACC3 PPI
O=C(CSc1ncnc2sccc12)N1CCN(C(=O)c2cccs2)CC1 | 3 | 2 | -9 | 6 | . | 3 | .
CCc1ccc(/C(C)=N/NC(=O)c2ccc(-n3cnnn3)cc2)cc1 | 3 | -2 | -5 | -12 | -3 | -1 | -4
CCOC(=O)C1(CCOc2ccccc2)CCN(CC2CC2)CC1 | 0 | -5 | 3 | 17 | -7 | 7 | 4

The list goes on:
SMILES | Casp6 inh | SIRT5 block | EWS-Fli inh | PAX8 inh HTS | LGR2 inh | DENV2 CPE | ARNT TACC3 PPI
C/C(=N\Nc1ccccc1C(=O)O)c1ccncc1 | -1 | . | -53 | -125 | -64 | -4 | 9
C[C@@H]1CN([C@@H](C)CO)C(=O)c2cc(NC(=O)Nc3ccccc3)ccc2O[C@@H](C)CCCCO[C@H]1CN(C)C(=O)Cc1ccccc1 | -4 | 6 | 7 | 10 | 6 | -4 | -12
COc1ccc(NC(=O)Nc2ccc(F)c(Cl)c2)cc1 | . | . | . | -215 | -82 | . | -1
CCOC(=O)c1c(-c2ccc3ccccc3c2)csc1NC(=O)CCCC(=O)O | 7 | 2 | 1 | -3 | 41 | -8 | -6
Cc1ccc(CN2CC(C(=O)NC(c3nc4ccccc4[nH]3)C(C)C)CC2=O)cc1 (centres undefined) | 3 | -4 | -1 | 1 | -16 | -5 | .
CCOc1ccc(-n2c([S-])c(C(=O)Nc3ccc(S(=O)(=O)N4CCOCC4)cc3)[n+]3cc(C(N)=O)ccc23)cc1 | 2 | -1 | 11 | 38 | 7 | -9 | 28
CCOc1ccc(S(=O)(=O)N2CCOCC2)cc1NC(=O)C1=COCCO1 | -2 | 7 | 12 | -17 | -8 | -13 | 3
CC(=O)Nc1cccc2c1Cc1cc([N+](=O)[O-])ccc1-2 | -2 | -3 | -3 | -17 | -18 | ? | 12
Cc1cc(C(=O)OC(C)C(=O)N2CCc3ccccc32)ccc1[N+](=O)[O-] (centres undefined) | 0 | 1 | 3 | 14 | -13 | ? | -11
Cc1ccc(-n2nnnc2-c2cccs2)cc1[N+](=O)[O-] | 0 | -3 | -8 | 9 | -8 | -8 | -5
O=C(/C=C/[C@H]1O[C@@H](n2cnc3c(NC(=O)c4ccccc4)ncnc32)[C@H](O)[C@@H]1O)NCCc1c[nH]c2ccccc12 | 0 | -1 | 19 | 13 | 8 | 2 | .
Cc1cc(NC(=O)C(=O)NCc2cccc(Cl)c2)no1 | -1 | -2 | -4 | -5 | 6 | -2 | -4
COc1cccc(N2CCN(C(=S)Nc3ccc(F)cc3)CC2)c1 | -5 | 2 | 3 | 3 | 1 | 1 | -5
CCCc1cc(=O)oc2cc(C)c3c(C)coc3c12 | 1 | -1 | 14 | . | 7 | . | 0
COc1ccc(C2CC(c3ccccc3)=NN2C(=O)COC(=O)c2nc3nccc(C)n3n2)cc1 (centres undefined) | 4 | -1 | -4 | 15 | -37 | 0 | 1
CN(C)C(=O)c1cccc(-c2ccc([C@@H]3[C@@H](CO)N4CCCCN(S(C)(=O)=O)C[C@H]34)cc2)c1 | -2 | 1 | -1 | 3 | 3 | 1 | -6
CCC1CN(C(=O)N2CCC(C(=O)NCc3ccccc3OC)CC2)c2cc(C)ccc2O1 (centres undefined) | 3 | -4 | . | -12 | -9 | 0 | -7
OC[C@@H]1[C@H](c2ccc(-c3ccncc3)cc2)[C@@H]2CN(Cc3ccccn3)CCCCN12 | . | . | . | -26 | -18 | . | 7
FC(F)(F)c1cc(-c2ccc(Cl)cc2)nc(NCc2cccnc2)n1 | -11 | -2 | 2 | . | -4 | . | -6
COc1cccc(C#Cc2ccc([C@H]3[C@H]4CN(C(=O)c5ccncc5)CC(=O)N4[C@H]3CO)cc2)c1 | -1 | -2 | -4 | 27 | -9 | 0 | .
CCCN1C(=O)c2ccc(C(=O)Nc3ccccc3C(=O)O)cc2C1=O | 0 | 0 | -11 | -47 | -29 | 0 | -4
Cn1c(CSCC(=O)Nc2ccccc2)nnc1SCc1ccccc1 | -1 | -2 | 7 | 13 | 8 | 11 | -4
Cc1ccc(C(=O)NCC(=O)OC(C)C(=O)Nc2ccc(N3CCOCC3)cc2)s1 (centres undefined) | -2 | -3 | 0 | -12 | -16 | 4 | -6
CCN1C(=O)c2cccc3c(S(=O)(=O)N4CCC(C)CC4)ccc1c23 | 1 | -2 | 28 | -5 | -11 | 4 | -46
C[C@@H]1CN([C@H](C)CO)C(=O)Cc2cc(NC(=O)C3CC3)ccc2O[C@H]1CN(C)C | 2 | -6 | . | 6 | -19 | -5 | -4
Cc1noc(C)c1NC(=O)NCC[C@H]1CC[C@@H](NC(=O)Nc2cccc(F)c2)[C@@H](CO)O1 | -5 | 13 | -2 | -14 | 18 | -6 | 4
COc1ccc([C@H]2C[C@H](n3cc(-c4ccc(F)cc4)nn3)[C@@H](O)CN2C(=O)C2CCCCC2)cc1 | 1 | 0 | -1 | -10 | 11 | -1 | .
CCOc1ccc(CCNC(=O)COC(=O)c2cccc(S(=O)(=O)N3CCCCC3)c2)cc1OCC | -3 | 0 | -4 | -14 | -3 | -6 | -3
Cc1ccc(C)c(OCCCC(=O)Nc2ccccc2C(N)=O)c1 | 0 | -2 | -11 | 2 | 11 | 0 | 1
COc1ccccc1C(=O)N/N=C/c1c[nH]c2ccccc12 | -4 | 4 | -8 | -23 | -4 | -3 | 8

Screening results as filed in PubChem BioAssay.
